# Assay outcomes (PubChem BioAssay)
# RXFP1 agonist: qHTS Assay for Agonists of the Relaxin Receptor RXFP1 | Relaxin receptor 1 (Homo sapiens), Q9HBX9 | HEK293T-RXFP1 cAMP TR-FRET, 30 min; response scale: percent of porcine relaxin response, buffer zero | Potency, µM (highest dose often 57.5 µM), without a hit: at the highest dose activation, actives largely listed as activators | hit rate 0.3% among 370,000 | AID 2676, 2010; note: potency is the fitted concentration of half-maximal effect; % is set by controls: 0 for no effect and ±100 for the full control effect; nearly all actives have a fitted effect of over 60% in size; many of its hits are not listed in these tables
#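 HEK293T cells stably expressing RXFP1 were pretreated with the PDE4 inhibitor Ro 20174, exposed to compounds for 30 min at 37C, lysed, and cAMP was read by TR-FRET. Data normalized to buffer (basal) and 29 nM porcine relaxin (100%).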
# D1 ag: Allosteric Agonists of the Human D1 Dopamine Receptor: qHTS; D(1A) dopamine receptor (Homo sapiens), P21728; HEK293 T-REx D1 cells, calcium flux, agonist mode; activation, % at 2 µM; hit rate 1% among 360,000; AID 504660, 2011; in the data active = activation above about 30%; note: 0% is about no effect
#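 Inducible HEK293 T-REx D1 cells, force-coupled to calcium signalling, were plated at 4000 cells/well with tetracycline and held overnight at 30 C. After no-wash calcium dye loading, compound-evoked calcium rise over 180 s flagged agonists.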
# D2 potentiator: HTS Assay for Positive Allosteric Modulators of the Human D2 Dopamine Receptor: Primary Screen for Potentiators; D(2) dopamine receptor (Homo sapiens), P14416; HEK293 T-REx D2, calcium flux, EC20 dopamine potentiation; potentiation, % at 10 µM; hit rate 0.34% among 340,000;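 active = potentiation over 3 SD above the plate norm, cut at about 30% in these data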; note: 0% is about no effect
# Target sequence (P14416 whole entry, looked up): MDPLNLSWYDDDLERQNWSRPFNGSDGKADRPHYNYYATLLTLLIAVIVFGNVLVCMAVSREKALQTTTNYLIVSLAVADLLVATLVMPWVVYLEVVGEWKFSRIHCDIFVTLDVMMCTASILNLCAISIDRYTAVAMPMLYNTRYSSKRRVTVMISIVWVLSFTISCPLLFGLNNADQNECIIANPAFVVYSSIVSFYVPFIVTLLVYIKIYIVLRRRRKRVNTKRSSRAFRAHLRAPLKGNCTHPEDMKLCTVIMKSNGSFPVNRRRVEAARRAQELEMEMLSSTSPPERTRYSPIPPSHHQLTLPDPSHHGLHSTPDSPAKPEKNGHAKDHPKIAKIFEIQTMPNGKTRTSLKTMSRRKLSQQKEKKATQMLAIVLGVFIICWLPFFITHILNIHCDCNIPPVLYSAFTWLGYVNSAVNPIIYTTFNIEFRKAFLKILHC
#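 Potentiation of an EC20 dopamine calcium response is measured in a force-coupled, tetracycline-inducible Hek293 Trex D2 line. Compound-only kinetic reads over 180 s flag agonists before dopamine addition.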
# Vif-A3F inh: qHTS for Inhibitors of Vif-A3F Interactions: qHTS; HeLa A3F-eYFP + Vif (tagged APOBEC3F with the HIV-1 protein that degrades it), YFP fluorescence increase; Potency, µM (series often up to 46.1 µM), for inactives: at the highest dose activity, negative = active; hit rate 0.2% among 390,000; AID 602313, 2012; note: potency is the fitted concentration of half-maximal effect; % of control where 0% means no effect; nearly all actives have a fitted effect of over 65% in size
#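 HeLa cells stably expressing Vif plus C-terminally eYFP-tagged A3F were seeded, incubated overnight at 37 deg C, dosed with compound, incubated overnight again at 37 deg C. Yellow fluorescence (Ex 488/Em 500-530) reported blocked Vif-mediated A3F-eYFP degradation.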
# D1 antagonist: Antagonist of Human D 1 Dopamine Receptor: qHTS. activity change, negative = inhibition, % at 10 µM. hit rate 3.2% among 360,000. HEK293 TREx D1 cells, calcium flux, dopamine EC80; stronger effect = lower value. D(1A) dopamine receptor (Homo sapiens), P21728; in the data active = activity change below about -30%; note: % is set by controls: 0 for no effect and ±100 for the full control effect
#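 Allosteric or orthosteric antagonism assessed as attenuation of the calcium response to EC80 dopamine, added 180 s after compound, in induced HEK293 Trex D1 cells loaded with no-wash calcium dye.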
# LDHA inh: qHTS assay for inhibitors of human lactate dehydrogenase | L-lactate dehydrogenase A chain (Homo sapiens), P00338 | purified LDHA, NADH/diaphorase-resazurin fluorescence; stronger effect = lower value | activity change, % (values are at about 110 or 230 µM) | hit rate 0.15% among 480,000 | AID 1347041, 2019; in the data active = activity change below about -30%; inconclusive = mostly about -25% to -30%;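 note: plate controls were DMSO wells for no effect and wells without enzyme for full effect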
#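 LDH5 2 nM; NADH 0.06 mM, pyruvate 0.2 mM; 200 mM Tris pH 7.4, EDTA, Tween-20; 5 min RT. Detection: diaphorase 0.133 mg/mL + resazurin 37 µM, fluorescence ex540/em590 at 0 and 20 min; normalized to enzyme-free and DMSO wells.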
# Vif-A3G inh: qHTS for Inhibitors of Vif-A3G Interactions: qHTS. DNA dC->dU-editing enzyme APOBEC-3G (Homo sapiens), Q9HC16. Potency, µM (doses to about 46.1 µM), inactives show top-dose activity, negative = active, most hits filed as inhibitors. hit rate 0.076% among 410,000. HeLa A3G-eYFP + Vif (tagged APOBEC3G with the HIV-1 protein that degrades it), YFP fluorescence, overnight;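 note: potency is the fitted concentration of half-maximal effect; % is set by controls: 0 for no effect and ±100 for the full control effect; nearly all actives have a fitted effect of over 60% in size; hits raise eYFP signal because A3G escapes Vif-driven loss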
# Target sequence (Q9HC16 whole entry, looked up): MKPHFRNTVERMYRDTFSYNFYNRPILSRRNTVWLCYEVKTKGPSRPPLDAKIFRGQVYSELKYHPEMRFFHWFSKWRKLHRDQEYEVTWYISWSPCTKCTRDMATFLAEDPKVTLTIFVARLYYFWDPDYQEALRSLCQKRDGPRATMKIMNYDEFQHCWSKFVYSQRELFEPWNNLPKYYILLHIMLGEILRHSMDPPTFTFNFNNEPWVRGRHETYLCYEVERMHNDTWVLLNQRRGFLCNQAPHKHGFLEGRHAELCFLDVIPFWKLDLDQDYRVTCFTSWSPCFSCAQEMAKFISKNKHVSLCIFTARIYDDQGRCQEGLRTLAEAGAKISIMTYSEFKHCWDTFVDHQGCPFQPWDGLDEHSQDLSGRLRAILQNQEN
#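 Read-out is eYFP fluorescence (Ex 488/Em 500-530) from Vif-expressing HeLa A3G-eYFP cells; more signal means A3G escaped Vif-mediated degradation. Cells plated overnight, compound pinned in, incubated overnight at 37 deg C.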
# D1 potentiator: Potentiators of Human D1 Dopamine Receptor: qHTS; D(1A) dopamine receptor (Homo sapiens), P21728; HEK293 TREx D1 cells, calcium flux, dopamine EC20 potentiation; potentiation, % at 10 µM; hit rate 0.036% among 360,000; AID 504651, 2011; in the data active = potentiation above about 30%; note: 0% is about no effect
# GRP78 ERSR act: qHTS for Inducers of the Endoplasmic Reticulum Stress Response (ERSR) in Human Glioma: qHTS | AID 602332, 2012 | Potency, µM, inactives show top-dose activation, hits mostly activators | hit rate 0.02% among 420,000 | U87-MG GRP78 promoter luciferase reporter, 16 h; note: potency is the fitted concentration of half-maximal effect; series mostly up to about 76 µM; % of control where 0% means no effect; nearly all actives have a fitted effect of over 35% in size
#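 Stably transfected U87-MG human glioma cells carrying a GRP78-based luminescent sensor were seeded at 1000 cells/well, pin-dosed with compounds and incubated 16 h. Luciferase reagent was then added, and end-point luminescence was read after 10 min at room temperature.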
# * = called active by the depositor; ? = inconclusive; · = not tested or not shown; & = joins results of further samples. Unless noted, calls come from the whole dose curve; as a rule, active = well fitted curve in the direction sought with a large enough effect; inconclusive = small, poorly fitted or top-dose-only effect, or another doubt; inactive = no such curve, though single readings can be large; an effect the other way counts as inactive or inconclusive. Not all compounds are listed; the hit share may differ from the screen's.
SMILES,RXFP1 agonist,D1 ag,D2 potentiator,Vif-A3F inh,D1 antagonist,LDHA inh,Vif-A3G inh,D1 potentiator,GRP78 ERSR act
O=C(CSc1nnc(-c2ccccn2)n1Cc1ccco1)c1ccccc1,0.1%,7,-9,4%,-23,2,0%,-7,-3%
O=C1c2ccccc2C(=O)N1CCN1CCOCC1,-0.1%,3,-2,1%,-1,4,4%,·,-2%
CCCc1nc2ccccc2c(=O)n1/N=C/c1c(C)[nH]n(-c2ccc(C)cc2)c1=O,0.3%,-1,-1,-1%,1,4,-7%,5,0%
Cc1ccc(NC(=O)Cn2cc(C(F)(F)F)cc(Cl)c2=O)cc1Cl,?,2,2,6%,·,-4,2%,-4,-1%
CC(C)(C)C(=O)CN1C(=O)NC(c2ccccc2)(c2ccccc2)C1=O,2.3%,1,21,-24%,2,-5,-1%,8,-6%
CCCCn1c(=O)[nH]c(=O)c2c1ncn2Cc1ccco1,-0.2%,1,4,0%,-5,5,1%,-1,-4%
CC(NC(=O)CCN1N=C(c2ccccc2)CCC1=O)c1ccc2c(c1)OCCO2 (stereo not given),0.0%,0,·,·,-4,·,·,-6,·
Cc1ccccc1S(=O)(=O)N(C)C[C@@H]1OCc2cnnn2CCCC(=O)N([C@@H](C)CO)C[C@H]1C,·,·,·,-10%,·,-17,2%,·,-2%
CCOC(=O)/C(=C\c1c[nH]c2ccccc12)NC(C)=O,-0.2%,3,-4,-5%,-10,1,2%,2,-4%
OC(COc1cccc2ccccc12)CN1CCN(c2ccccc2)CC1 (stereo not given),3.6%,8,-23,-13%,-25,-1,-2%,-12,-6%
O=C(O)CC(Sc1n[nH]c(=S)s1)C(=O)O (stereo not given),-2.3%,5,-1,-13%,18,-4,-2%,0,-7%
COc1ccccc1Cc1nc2ccccc2nc1SCC(=O)NCCc1ccccc1,25%,0,8,-6%,-1,4,-6%,-1,-1%
CCOc1cccc(C2C(C#N)=C(N)Oc3cc(C)n(Cc4ccccn4)c(=O)c32)c1OCC (stereo not given),8.5%,4,-2,7%,0,5,-8%,1,-5%
O=C(CN1CCN(Cc2ccc3c(c2)OCO3)CC1)Nc1ccc2[nH]c(=O)[nH]c2c1,·,·,·,-18%,·,-1,5%,·,-3%
CC(=O)c1ccc(NC(=O)CN2c3cccc4cccc(c34)S2(=O)=O)cc1,·,·,·,?,·,7,1%,·,-2%
CCc1ccc(N2CC(C(=O)Nc3nnc(CC)s3)CC2=O)cc1 (stereo not given),-1.1%,2,2,9%,-5,-5,3%,-11,-4%
O=Cc1ccc(C(=O)OCC(=O)Nc2ccc(F)cc2F)cc1,0.0%,2,-6,3%,3,1,0%,-1,3%
CN(C)c1cc2c(cc1NS(=O)(=O)c1ccccc1)n(C)c(=O)n2C,2.2%&0.7%,7&1,0&-13,2%&5%,2&-14,16&15,-2%&1%,-3,0%&0%
CC(CC(=O)c1ccccc1)=NCC(O)CN=C(C)CC(=O)c1ccccc1 (stereo not given),·,·,·,6%,·,-3,-1%,·,-3%
COc1ccccc1NC(=O)CC1C(=O)Nc2ccccc2N1C(=O)c1ccccc1 (stereo not given),2.2%,2,-5,3%,23,-3,2%,-1,0%
O=C(CCc1cn(Cc2ccc(F)cc2)c2ccccc12)N1CCOCC1,0.3%,1,1,0%,0,-4,0%,-3,-1%
COCCN(C(=O)COC(=O)CCc1nc2ccccc2s1)c1c(N)n(Cc2ccccc2)c(=O)[nH]c1=O,-1.4%,2,9,5%,14,-10,0%,0,-4%
CCN(CC(=O)NCc1ccc(F)cc1)CC(=O)Nc1cc(S(=O)(=O)N(C)C)ccc1C,1.4%,5,·,3%,0,-3,4%,0,-2%
CCCCC(NC(C)=O)c1nc2ccccc2[nH]1 (stereo not given),2.1%,-3,-4,-2%,-16,3,3%,7,-3%
Cc1cc(Nc2cccc(F)c2)nc(-c2ccccc2O)n1,2.1%,2,8,-1%,-19,-1,-1%,-9,3%
CCn1ccnc1C(O)c1ccc(N(C)C)cc1 (stereo not given),-0.1%,2,6,-12%,-4,-7,-7%,6,8%
Cc1cccc(NC(=O)C(Cc2ccccc2)c2nn[nH]n2)c1C (stereo not given),1.3%,1,-2,-2%,-25,-4,-1%,5,1%
COc1cccc(N2CCN(C3CC(=O)N(c4ccc(Cl)c(Cl)c4)C3=O)CC2)c1 (stereo not given),2.3%,5,8,·,-10,7,0%,-3,-4%
CCOc1ccccc1C1NC(=O)NC(C)=C1C(=O)OC1CCCC1C (stereo not given),0.6%,0,-7,4%,11,-1,0%,-3,-5%
Cc1cccc(C(C)C)c1NC(=O)COC(=O)c1cccc(S(=O)(=O)N2CCc3ccccc3C2)c1,-0.1%,5,-4,5%,-28,-6,-3%,-5,-6%
CCOC(=O)c1sc(NC(=O)CCN2C(=O)c3cccc([N+](=O)[O-])c3C2=O)c(C(=O)OCC)c1C,-0.8%,2,-13,1%,-33*,2,-7%,2,-5%
COc1ccc(CNc2nc3c(S(=O)(=O)c4ccccc4)nnn3c3ccc(Cl)cc23)cc1,14%,0,-5,-5%,-15,1,-2%,-5,0%
Cc1ccc(C(=O)NCC(c2cccs2)S(=O)(=O)c2cccs2)cc1C (stereo not given),2.8%,3,8,3%,·,-1,4%,-3,-1%
C=CCN1C(=O)/C(=C/c2ccc(-c3ccc(F)cc3)o2)SC1=S,0.5%,10,20,?,21,-1,-1%,3,-1%
CCOc1ccc(CCNC(=O)CS(=O)Cc2nc(-c3ccc(C)cc3)oc2C)cc1OCC (stereo not given),0.5%&1.8%,-1&0,-7&14,10%&-4%,18&6,-1&-2,2%&2%,-1&-1,-6%&-1%
Cn1c(=NC(=O)c2ccccc2[N+](=O)[O-])sc2cccc(F)c21,5.7%,1,8,-7%,-1,1,1%,-2,6%

# Four entries picked at random from those above, as already listed:
SMILES,RXFP1 agonist,D1 ag,D2 potentiator,Vif-A3F inh,D1 antagonist,LDHA inh,Vif-A3G inh,D1 potentiator,GRP78 ERSR act
CCOc1ccc(CCNC(=O)CS(=O)Cc2nc(-c3ccc(C)cc3)oc2C)cc1OCC (stereo not given),0.5%&1.8%,-1&0,-7&14,10%&-4%,18&6,-1&-2,2%&2%,-1&-1,-6%&-1%
Cc1cccc(NC(=O)C(Cc2ccccc2)c2nn[nH]n2)c1C (stereo not given),1.3%,1,-2,-2%,-25,-4,-1%,5,1%
CCn1ccnc1C(O)c1ccc(N(C)C)cc1 (stereo not given),-0.1%,2,6,-12%,-4,-7,-7%,6,8%
CCOc1ccccc1C1NC(=O)NC(C)=C1C(=O)OC1CCCC1C (stereo not given),0.6%,0,-7,4%,11,-1,0%,-3,-5%

# Next compounds
SMILES,RXFP1 agonist,D1 ag,D2 potentiator,Vif-A3F inh,D1 antagonist,LDHA inh,Vif-A3G inh,D1 potentiator,GRP78 ERSR act
Cn1c(SCCC(=O)O)nnc1-c1ccncc1,0.0%,0,3,-6%,-7,-3,-6%,14,-6%
Cc1ccc(C(=O)N2CCCC(CCC(=O)N3CCN(c4ccccn4)CC3)C2)cn1 (stereo not given),-0.8%,1,6,4%,-7,-4,3%,0,-3%
O=S(=O)(c1ccc(Cl)s1)N1CCN(Cc2ccccc2)CC1,1.6%,3,4,0%,-7,-2,-20%,-2,5%
CCOC(=O)C(Cc1ccccc1)C(=O)Nc1nccs1 (stereo not given),-0.7%,2,10,-5%,-3,-3,-1%,3,3%
CC1CN(S(=O)(=O)c2ccc(C(=O)Nc3ccc(S(=O)(=O)Nc4nccs4)cc3)cc2)CC(C)O1 (stereo not given),-0.4%,2,-9,2%,-29,-6,-8%,-12,-3%
CC1(C)CC(=O)C(=CN2CCN(C(=O)c3ccco3)CC2)C(=O)C1,-2.1%,3,-3,-4%,7,-2,-6%,-4,2%
Cc1ccccc1-c1nc2sc(C)c(C)c2c(=O)o1,3.5%,5,-7,-6%,18,0,-1%,2,5%
Cc1ccc2c(c1)c1nc3ccccc3nc1n2C,2.0%,11,-3,?,-1,-1,?,0,2%
Cc1ccc(C)c(NC(=S)NCc2cccn2C)c1,-2.0%,0,1,·,-2,·,·,-4,·
COc1ccc(-n2nnnc2-c2ccccc2)cc1,3.1%,3,-9,-9%,6,-8,?,-1,-2%
CCc1cccc(C)c1NC(=O)c1nc2ccccc2nc1N1CCCCC1,7.9%,2,-8,-12%,37,2,-15%,5,-5%
COc1ccc(C2(C(=O)NCCc3ccccc3)CCCC2)cc1,-0.5%,0,-2,-6%,8,0,-3%,-9,-2%
Cc1ccccc1N1CCN(c2ccc(NC(=O)C3CCCCC3C(=O)O)cc2)CC1 (stereo not given),0.3%,1,4,-18%,14,-2,-1%,-5,-2%
Cc1cc2ccccn2c1C(=O)c1ccccc1Br,1.9%,0,2,-11%,7,7,-20%,-3,-5%
CCc1noc(C)c1C(=O)Nc1nc(-c2ccc(Cl)cc2Cl)cs1,5.3%,4,7,-14%,-8,2,-7%,-9,-3%
O=C1NC(Cc2ccccc2)C(=O)N1Cc1cc([N+](=O)[O-])cc2c1OCOC2 (stereo not given),3.4%,1,3,2%,-17,-3,7%,-7,-2%
CC(=O)CSc1nsc(SCC(C)=O)c1C#N,2.4%,0,0,4%,-7,-1,-1%,-5,-2%
COc1ccc(-c2nnc(-c3ccc(N(C)C)cc3)o2)cc1,6.6%,1,-11,-1%,16,-2,0%,-5,1%
Cc1ccc2nc3c(cc2c1)CN(Cc1ccco1)C(=NCC1CCCO1)S3 (stereo not given),3.0%,4,-4,2%,15,4,-1%,0,-3%
